MOR-DOR inv ag: mu-delta opioid heterodimer inverse agonism. P35372+P41143. 340,000 compounds, 0.21% hits. cell-based MOR-DOR heterodimer luminescence. inhibition, % at 9.3 µM; in the data active = inhibition above about 22%, passing the limit was not always enough;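 also: 0% = cells with DMSO and 100% = wells without cells with DMSO; values of inactives mirror those of a sister screen read the other way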
HTR5A ag: counter-screen for OPRM1-OPRD1 agonists: human HTR5A agonism; P47898; HTR5A agonist assay, luminescence, cell-based; activation, % at 9.3 µM; 340,000 compounds, 0.61% hits; in the data active = activation mostly above about 9.5%, no sharp cut-off; inactive = mostly below about 7.6%;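 also: 0% = cells with vehicle only and 100% = reference agonist; strong numbers were not always called active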
DAGLB inhibitor: diacylglycerol lipase beta (human) inhibition. inhibition, % at 5.17 µM. 340,000 compounds, 0.059% hits. AID 504411. HEK293T DAGLB membrane lysate, EnzChek fluorogenic substrate. Q8NCG7; in the data active = inhibition above about 34%;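 also: 0% = enzyme with vehicle and 100% = wells lacking enzyme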
Target sequence (Q8NCG7 whole entry, looked up): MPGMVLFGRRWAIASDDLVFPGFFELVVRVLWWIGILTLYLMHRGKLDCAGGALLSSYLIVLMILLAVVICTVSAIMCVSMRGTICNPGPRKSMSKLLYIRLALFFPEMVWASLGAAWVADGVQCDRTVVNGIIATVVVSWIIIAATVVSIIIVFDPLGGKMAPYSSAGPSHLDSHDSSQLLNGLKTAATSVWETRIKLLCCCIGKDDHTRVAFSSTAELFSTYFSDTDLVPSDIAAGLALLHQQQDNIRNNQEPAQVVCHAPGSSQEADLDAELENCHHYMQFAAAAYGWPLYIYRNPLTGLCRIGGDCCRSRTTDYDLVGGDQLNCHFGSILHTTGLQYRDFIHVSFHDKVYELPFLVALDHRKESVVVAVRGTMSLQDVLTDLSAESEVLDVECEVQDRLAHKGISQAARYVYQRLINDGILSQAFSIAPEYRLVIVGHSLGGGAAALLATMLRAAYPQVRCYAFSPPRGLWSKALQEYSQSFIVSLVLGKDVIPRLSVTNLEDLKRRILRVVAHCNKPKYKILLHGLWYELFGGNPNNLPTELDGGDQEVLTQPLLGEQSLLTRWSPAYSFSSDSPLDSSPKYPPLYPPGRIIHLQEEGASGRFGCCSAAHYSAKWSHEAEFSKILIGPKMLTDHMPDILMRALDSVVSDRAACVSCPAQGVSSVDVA
HTR5A inv ctr: counter-screen for OPRM1-OPRD1 inverse agonists: human HTR5A inverse agonism; HTR5A cell line, luminescence; inhibition, % at 9.3 µM; 340,000 compounds, 0.083% hits; AID 504634; in the data active = inhibition mostly above about 23%, no sharp cut-off; inactive = mostly below about 18%;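 also: 0% = cells with DMSO and 100% = no-cell wells with DMSO; some compounds called inactive have numbers as strong as hits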
OPRM1-OPRD1 ag: agonists of human mu-delta opioid receptor heterodimerization; activation, % at 9.3 µM; cells, OPRM1-OPRD1 heterodimerization, luminescence; 340,000 compounds, 0.3% hits; P35372+P41143; in the data active = activation above about 18%;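 also: 0% = vehicle-treated cells and 100% = reference agonist; values of inactives mirror those of a sister screen read the other way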
Arr AP2 block: blocks beta-arrestin peptide binding to AP2 adaptin; inhibition, % at 10 µM; FITC-arrestin peptide / GST-AP2 beads, flow cytometry; AP2 beta2 appendage carries R879A mutation; 340,000 compounds, 0.31% hits;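 active = inhibition above a set limit, near 3 SD of compounds lacking own fluorescence, cut at about 54% in these data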;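 also: plate controls were DMSO wells for no effect and 5 µM unlabelled arrestin peptide for full effect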
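System: GST-AP2 R879A bound to glutathione beads, E. coli-expressed. Also added: 50 nM FITC-arrestin peptide. Schedule: compound with beads 12 min RT, then probe 1 h RT. Signal: bead flow cytometry, FITC channel. Read-out basis: percent response.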
PKA-R2B activ: activates the human PKA-R2B holoenzyme complex; PKA-R2B holoenzyme dissociation, Cy5-IP20 fluorescence polarization; R2B truncated from residue 108, S112A mutant; 0% DMSO only, 100% 113 µM cGMP; activation, % at 11.4 µM; 340,000 compounds, 0.079% hits;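 active = activation above a cutoff set at the mean over all compounds plus 3 SD, cut at about 18% in these data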;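 also: higher means more holoenzyme dissociation and a rise in polarization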
Target sequence (P31323 whole entry, looked up, other chains not shown, the tested form may be a part): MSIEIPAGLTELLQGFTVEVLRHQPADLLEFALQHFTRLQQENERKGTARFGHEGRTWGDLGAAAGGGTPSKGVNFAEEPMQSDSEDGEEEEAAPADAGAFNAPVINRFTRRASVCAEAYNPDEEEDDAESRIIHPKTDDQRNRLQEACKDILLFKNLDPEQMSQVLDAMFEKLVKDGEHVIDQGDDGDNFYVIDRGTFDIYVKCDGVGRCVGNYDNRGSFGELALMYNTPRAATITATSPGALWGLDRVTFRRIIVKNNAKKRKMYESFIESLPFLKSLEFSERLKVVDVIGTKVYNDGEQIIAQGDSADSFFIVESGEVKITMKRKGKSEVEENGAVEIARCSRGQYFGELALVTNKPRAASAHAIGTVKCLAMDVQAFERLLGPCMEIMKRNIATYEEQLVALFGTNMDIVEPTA
DSG3 Ab inh: blocks pemphigus antibody binding to human desmoglein-3 | AID 588358 | binding (percent of control), % at 10 µM | 310,000 compounds, 0.48% hits | DSG3-coupled beads, scFv-anti-DSG3-GFP binding, flow cytometry; stronger effect = lower value;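 active = binding more than 3 SD below its plate's average and above zero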; also: some compounds called inactive have numbers as strong as hits
PKA-R1A act: activators of PKA-R1A complex; PKA-R1A dissociation, Cy5-IP20 fluorescence polarization; scaled: DMSO 0%, 113 µM cGMP 100%; 340,000 compounds, 0.083% hits; P00514+P68181; activation, % at 11.4 µM; AID 504707;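 active = percent activation above the mean of all tested compounds plus 3 SD, cut at about 19% in these data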;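 also: higher means more PKAc released from R1A so a rise in polarization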
V-ATPase pHluor: alters yeast V-ATPase proton transport; S. cerevisiae, pHLuorin cytosolic pH fluorescence; response, % at 10 µM; 350,000 compounds, 0.37% hits; AID 504577; in the data active = response mostly above about 7.3%, no sharp cut-off; inactive = mostly below about 5.4%; also: actives read high; inactives centre near 0; some compounds called inactive have numbers as strong as hits; reference of the scale not given here
The depositor's hits bear a star; nt = no result given.

SMILES	MOR-DOR inv ag	HTR5A ag	DAGLB inhibitor	HTR5A inv ctr	OPRM1-OPRD1 ag	Arr AP2 block	PKA-R2B activ	DSG3 Ab inh	PKA-R1A act	V-ATPase pHluor
Cc1cc(C)cc(NC(=S)N2CCCC2)c1	8	5	0	-17	-1.4	-11	1	107	10	-2
COc1ccc(-n2ncc3c(SCC(=O)NNC(C)=O)ncnc32)cc1	0	-1	2	3	-0.1	19	5	102	-9	1
Cc1cc(C)nc(Nc2n[nH]c(COc3ccccc3)n2)n1	3	-1	0	-5	-0.7	3	1	106	-16	0
CC(=O)Nc1ccc(S(=O)(=O)N(CCO)Cc2ccccc2)cc1	-1	-3	0	8	0.1	15	-3	nt	1	3
O=C(CNC(=O)c1ccccc1)OC(C(=O)c1ccccc1)c1ccccc1 (configuration not stated)	6	-1	1	4	-0.8	-2	-9	105	-5	0
CC1(CC(=O)O)C(=O)N=C2C=CC=CN21 (configuration not stated)	11	7	-3	-12	-2.2	-3	5	104	-4	-2
O=C(O)/C=C/C(=O)NCc1csc2ccccc12	4	-6	-1	-6	-0.8	8	-3	114	-2	3
Cc1nc(N2CCOCC2)c2c(C)c(C(=O)Nc3ccc(F)cc3F)sc2n1	-3	-3	-1	9	0.6	15	-2	102	-16	3
CCCCOc1ccc(C(=O)NN2CCN(C)CC2)cc1	8	4	0	-8	-1.5	1	-1	110	-6	-1
O=C(c1cccc([N+](=O)[O-])c1)N1CCN(c2ccc(Cl)cc2)CC1	-2	0	-3	0	0.5	4	3	104	3	2
CN(C(=O)COC(=O)C1(C)CC1(Cl)Cl)c1c(N)n(Cc2ccccc2)c(=O)[nH]c1=O (configuration not stated)	16	-2	1	6	-3.1	-17	6	102	-9	nt
Cc1ccc(NC(=O)CSc2nc3ccccc3c(=O)n2CCCC(=O)NCCCN2CCOCC2)cc1C	-2	-3	-2	8	0.3	47	-15	111	-7	0
COC(=O)CSc1nc2cc3c(cc2cc1C)OCCO3	11	6	-3	-2	-1.9	0	-3	98	-3	0
CCN1CCN(C(CNS(=O)(=O)c2ccc(F)cc2)c2cccnc2)CC1 (configuration not stated)	14	-2	0	5	-2.6	-8	-3	99	-2	-2
Cc1cc(C)c2[nH]c(O)c(N=NC3=NC(=O)CS3)c2c1	15	1	4	-2	-2.9	-12	0	99	-8	-2
CCOC(=O)/C(=C/c1ccc(N2CCC(c3ccccc3)=N2)cc1)C(C)=O	-3	2	-2	-5	0.5	4	4	76	-5	-22
CCc1ccc(C(=O)Nc2cccnc2Oc2ccc(Cl)cc2)cc1	-15	0	-28	-16	2.9	-11	0	100	-6	-2
O=C(NC1CCS(=O)(=O)C1)N1CCCCC1 (configuration not stated)	17	1	0	-27	-3.1	2	0	105	10	-3
CCS(=O)(=O)c1ccc(O)c(NC(=O)COc2ccc(Cl)cc2)c1	24	-2	0	-14	-5.2	2	-10	101	-4	-2
COc1ccc(-n2c3c(cc(C(=O)Nc4ccc(C)cc4)c2=O)C(=O)CCC3)cc1	14	12	-1	-27	-3.5	18	-5	nt	-15	-2
COc1ccccc1NC(=O)C(=O)N1N=C(C(C)C)CC1(O)C(F)(F)F (configuration not stated)	14	1	4	-12	-2.5	18	1	102	0	-1
O=C(COc1ccc(C(=S)N2CCCC2)cc1)Nc1ccc(F)cc1	-1	0	-3	-6	0.2	14	-16	98	3	-3
CCOc1cc(C(=O)Nc2cc(C(=O)OC)ccc2C)ccc1OCC(=O)N1CCOCC1	4	-2	3	5	-0.9	-1	-3	102	8	-4
COC(=O)N1[C@H](C)C=C[C@]1(Cc1ccccc1)C(=O)O	-13	15	-3	-45	2.2	16	-1	107	0	-6
CCc1nnc(NC(=O)C2=CCN(S(=O)(=O)c3ccc(F)cc3)CC2)s1	9	5	1	-17	-1.7	21	-2	104	0	2
SMILES	MOR-DOR inv ag	HTR5A ag	DAGLB inhibitor	HTR5A inv ctr	OPRM1-OPRD1 ag	Arr AP2 block	PKA-R2B activ	DSG3 Ab inh	PKA-R1A act	V-ATPase pHluor
O=C(C[C@H]1C/C=C\C[C@H](Cc2ccc(F)cc2)C(=O)O[C@@H](c2ccccc2)CNC1=O)N[C@@H](CO)Cc1ccccc1	10	0	-2	0	-1.9	25	3	98	-1	-1
COC(=O)C1=C(N)Oc2cc(C)n(Cc3cccnc3)c(=O)c2C1c1cccc(OC)c1OC (configuration not stated)	-8	2	2	0	1.5	-2	-2	107	-1	0
CCCc1nnc(NC(=O)C23CC4CC(CC(C4)C2)C3)s1	-7	3	0	-11	1.3	0	2	91	1	2
Nc1c(C(=O)N/N=C/c2ccccc2)cnn1-c1ccccc1	11	6	-3	17	-2.0	18	-3	117	-7	0
CCN(CC)C(=O)c1c(NC(=O)c2ccccc2)sc(C)c1C	-3	-1	-1	1	0.6	32	8	106	-1	6
COC(=O)c1ccc(OCC(O)Cn2nnc3ccccc32)cc1 (configuration not stated)	9	-1	-1	11	-1.6	29	-1	88	-3	-2
Cc1cccc(-n2ncc3c(NC(C)C)ncnc32)c1	-2	7	-1	-18	0.3	10	0	102	-14	2
CCN1C(=O)[C@H]2[C@@H](c3ccc(-c4cccc(Cl)c4)cc3)N[C@@](C)(C(=O)OC)[C@H]2C1=O	1	7	1	-7	-0.1	14	-4	98	3	-4
O=C(Nc1cc(C(F)(F)F)ccc1N1CCCCC1)c1cccc([N+](=O)[O-])c1	-10	-1	-15	16	1.9	-11	-11	98	4	-1
COc1cc(C)ccc1OCc1cc(C(=O)N(Cc2c(C)nn(C)c2C)C2CC2)no1	3	0	2	14	-0.6	-14	-2	nt	-7	-2
N#CCSc1nccc(-c2cc(Cl)sc2Cl)n1	1	-4	-11	18	-0.1	18	-5	105	3	-4
COc1ccc(C(=O)N/C(=C\c2cn(S(=O)(=O)N(C)C)c3ccccc23)C(=O)NC(C)C)cc1	10	1	-2	-7	-1.8	1	2	97	-4	3
O=C(CSc1ccsc1[N+](=O)[O-])NCCc1ccccc1	12	-7	2	-7	-2.0	-5	0	nt	-10	7
COC(=O)C1=C(CS(=O)(=O)c2cc(Cl)ccc2OC)NC(=O)NC1c1ccc(O)c(OC)c1 (configuration not stated)	14	-1	0	-15	-2.6	21	4	nt	-8	-1
O=C(O)COc1ccccc1/C=C1\SC(=O)N(Cc2ccc(F)cc2)C1=O	7	0	3	-2	-1.5	0	-9	104	-4	0
CC(C)=CCN1CCN(Cc2ccoc2)CC1CCO (configuration not stated)	4	0	-3	-16	-0.7	20	-5	102	-15	-3
COc1ccc(NC(=O)C2C3CC/C=C\CCC32)cc1 (configuration not stated)	4	0	-3	18	-0.9	35	-1	99	-6	-3
CC1CCCN(S(=O)(=O)c2ccc(NC(=O)C3CC(=O)N(C(C)(C)C)C3)cc2)C1 (configuration not stated)	9	-2	1	4	-1.8	-9	-19	99	-11	2
COc1ccc(NC(=O)CSc2nnc(C)n2N)cc1S(=O)(=O)N1CCCCC1	8	0	0	10	-2.1	-15	-5	98	6	0
CCOC(=O)C(C(=O)Nc1cccc(C)n1)C1CCCCC1 (configuration not stated)	-13	-1	-9	9	2.3	1	7	103	-4	1
Cc1nnc(NC(=O)Cn2c(=O)sc3ccccc32)s1	15	-4	-2	11	-2.6	4	9	101	-9	4
C#CCOCCOCCOCCNc1nc(N2CCOCC2)nc(N2CCN(C(=O)[C@H](CCCN=C(N)N)n3cc(C(N)[C@@H](C)CC)nn3)CC2)n1 (some centres not stated)	3	1	0	-24	-0.5	2	6	105	-2	-6
Cc1cc(C)n2nc(-c3ccc(F)cc3)cc2n1	nt	nt	-3	nt	nt	nt	6	94	6	1
N#Cc1cnc(NOCc2ccc(Cl)cc2)nc1	1	3	0	-9	-0.3	49	2	nt	3	-5
Cn1c(CN2CCN(C(=O)c3ccc(F)cc3)CC2)nc2cc([N+](=O)[O-])ccc21	-7	2	0	-15	0.9	-8	0	105	-4	nt

Just HTR5A inv ctr, PKA-R1A act and V-ATPase pHluor, for 3 of the compounds above:
SMILES	HTR5A inv ctr	PKA-R1A act	V-ATPase pHluor
COC(=O)C1=C(CS(=O)(=O)c2cc(Cl)ccc2OC)NC(=O)NC1c1ccc(O)c(OC)c1 (configuration not stated)	-15	-8	-1
N#Cc1cnc(NOCc2ccc(Cl)cc2)nc1	-9	3	-5
CCN1C(=O)[C@H]2[C@@H](c3ccc(-c4cccc(Cl)c4)cc3)N[C@@](C)(C(=O)OC)[C@H]2C1=O	-7	3	-4

Later entries.
SMILES	MOR-DOR inv ag	HTR5A ag	DAGLB inhibitor	HTR5A inv ctr	OPRM1-OPRD1 ag	Arr AP2 block	PKA-R2B activ	DSG3 Ab inh	PKA-R1A act	V-ATPase pHluor
CC1CCN(C(=O)COC(=O)Cn2cnc3ccccc32)CC1	-3	0	-5	1	0.6	12	-10	98	-8	1
Cc1sc2nc(-c3cccnc3)nc(Cl)c2c1-c1ccccc1	3	4	-21	-6	-0.5	6	-1	117	9	-2
CCOC(=O)C1=C(C)N=c2s/c(=C\c3ccc(OCC(=O)O)cc3)c(=O)n2C1c1ccc(Cl)cc1 (configuration not stated)	1	0	4	1	-0.2	6	3	102	-2	5
Cc1ccc(CS(=O)(=O)Cc2ccc(C(=O)NCC3CCCO3)o2)cc1 (configuration not stated)	7	-2	-1	6	-1.2	-31	-11	108	-7	-1
Cn1c(SCC(=O)NC2CCCC2)nnc1-c1cccs1	-16	2	3	-14	2.3	-9	1	117	4	1
O=C(CCN1C(=O)/C(=C/c2ccccc2Cl)SC1=S)N1CCOCC1	-13	-2	0	18	3.9	7	-12	109	1	-2
CC1(C)CC(=O)c2cc(OCC(=O)NCCN3CCOCC3)ccc2O1	10	-2	0	2	-1.7	-7	7	nt	-4	2
CC1=CN2C(=N)/C(=C/c3ccc([N+](=O)[O-])o3)C(=O)N=C2S1	-19	-5	3	-17	3.7	-9	4	110	-3	143*
CCOC(=O)C1=C(C)N(CCCC(=O)O)C(=O)NC1c1ccc2ccccc2c1 (configuration not stated)	2	3	-1	-8	-0.4	9	0	110	3	6
CCCCOc1ccc(N(CC(=O)NC(C)(C)C)C(=O)CCC(=O)Nc2nccs2)cc1	-3	6	1	-24	0.6	2	-1	123	-7	1
Cc1cccc(N2CCN(S(=O)(=O)c3c(C)nc4scc(C)n4c3=O)CC2)c1C	11	3	-5	-2	-1.8	17	2	nt	-9	-1
CN(Cc1nc(-c2cccnc2)no1)S(=O)(=O)c1ccc(Br)cc1	14	-6	2	16	-2.5	28	6	109	-9	6
COc1ccc(C(=O)OCCc2sc[n+](CC(=O)c3ccccc3)c2C)cc1	-17	-1	-2	2	2.1	16	5	103	-5	-1
CCC(C(=O)NC1CCN(C)CC1)c1ccccc1 (configuration not stated)	13	-1	0	30	-3.8	-7	-4	108	5	7
O=C(N/N=C/c1ccoc1)c1cccc([N+](=O)[O-])c1	10	-1	1	-23	-1.9	26	4	111	-7	-1
COC(=O)c1cnc2ccccc2n1	4	1	3	-17	-0.7	5	7	94	0	-2
COc1ccc(NC(=O)CC2C(=O)N(c3ccc(F)cc3)C(=S)N2NC(=O)c2ccc(Cl)cc2)cc1 (configuration not stated)	-2	12*	-1	6	0.5	2	-1	80	-4	-9
CCn1cc(C(=O)Nc2ccc(OC)c(OC)c2)c2cc(OC)c(OC)cc2c1=O	1	-3	0	18	-0.2	-5	6	nt	4	-1
